NCOA3 inh: inhibits human SRC3 coactivator | 360,000 tested, 0.17% active | AID 588352 | Q9Y6Q9 | HEK293 GAL4-SRC3 luciferase reporter, luminescence | inhibition, % at 3.6 µM;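 active = inhibition above a per-campaign cutoff, the mean of all compounds plus 3 SD, cut at about 60% in these data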;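 note: 0% = DMSO-treated cells and 100% = gossypol-treated cells at 36 µM; higher means less SRC3-driven luciferase light from the GAL4 reporter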
NOD2-RIPK2 inh: inhibitors of human NOD2-RIPK2 interaction. CHO BLA complementation NOD2-RIPK2, CCF4 ratio. inhibition, % at 4.98 µM. AID 624267. 360,000 tested, 0.38% active. O43353; in the data active = inhibition above about 21%;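 note: 0% = vehicle only and 100% = reference blocker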
NCOA2 inhibitor: human SRC2 (NCOA2) inhibition | Q15596 | AID 651957 | 370,000 tested, 0.17% active | inhibition, % at 9 µM | HEK293 GAL4-SRC2 luciferase reporter, luminescence;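 active = inhibition above the mean inhibition of all tested compounds plus 3 SD, set per campaign, cut at about 52% in these data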;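 note: 0% = DMSO treated cells and 100% = cells given Gossypol at 36 µM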
NCOA1 inh: human NCOA1 inhibition. Q15788. HEK293 GAL4-SRC1 luciferase reporter, luminescence. inhibition, % at 3.6 µM. 360,000 tested, 0.12% active. AID 588354;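 active = inhibition above the campaign mean plus 3 SD, with each screening campaign given its own cutoff, cut at about 60% in these data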;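 note: 0% = DMSO treated cells and 100% = gossypol at 36 µM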
TLR9-MyD88 inh: TLR9-MyD88 interaction inhibition; Q9NR96+Q99836; CHO BLA complementation TLR9-MyD88, CCF4 FRET ratio; inhibition, % at 4.98 µM; 340,000 tested, 0.21% active; AID 504734;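 active = inhibition above the mean over all tested compounds plus 3 SD, cut at about 21% in these data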;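 note: 0% = DMSO only wells and 100% = clavulanate BLA inhibitor control wells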
Target sequence (Q99836 whole entry, looked up): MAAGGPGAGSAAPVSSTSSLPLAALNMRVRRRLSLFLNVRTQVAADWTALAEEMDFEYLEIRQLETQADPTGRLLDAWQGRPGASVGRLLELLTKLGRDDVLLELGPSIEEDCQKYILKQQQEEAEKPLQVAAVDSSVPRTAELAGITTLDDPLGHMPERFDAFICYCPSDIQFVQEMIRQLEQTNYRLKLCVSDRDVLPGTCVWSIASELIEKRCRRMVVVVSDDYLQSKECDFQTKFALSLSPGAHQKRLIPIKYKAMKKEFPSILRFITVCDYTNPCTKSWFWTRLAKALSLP
Target sequence (Q9NR96 whole entry, looked up): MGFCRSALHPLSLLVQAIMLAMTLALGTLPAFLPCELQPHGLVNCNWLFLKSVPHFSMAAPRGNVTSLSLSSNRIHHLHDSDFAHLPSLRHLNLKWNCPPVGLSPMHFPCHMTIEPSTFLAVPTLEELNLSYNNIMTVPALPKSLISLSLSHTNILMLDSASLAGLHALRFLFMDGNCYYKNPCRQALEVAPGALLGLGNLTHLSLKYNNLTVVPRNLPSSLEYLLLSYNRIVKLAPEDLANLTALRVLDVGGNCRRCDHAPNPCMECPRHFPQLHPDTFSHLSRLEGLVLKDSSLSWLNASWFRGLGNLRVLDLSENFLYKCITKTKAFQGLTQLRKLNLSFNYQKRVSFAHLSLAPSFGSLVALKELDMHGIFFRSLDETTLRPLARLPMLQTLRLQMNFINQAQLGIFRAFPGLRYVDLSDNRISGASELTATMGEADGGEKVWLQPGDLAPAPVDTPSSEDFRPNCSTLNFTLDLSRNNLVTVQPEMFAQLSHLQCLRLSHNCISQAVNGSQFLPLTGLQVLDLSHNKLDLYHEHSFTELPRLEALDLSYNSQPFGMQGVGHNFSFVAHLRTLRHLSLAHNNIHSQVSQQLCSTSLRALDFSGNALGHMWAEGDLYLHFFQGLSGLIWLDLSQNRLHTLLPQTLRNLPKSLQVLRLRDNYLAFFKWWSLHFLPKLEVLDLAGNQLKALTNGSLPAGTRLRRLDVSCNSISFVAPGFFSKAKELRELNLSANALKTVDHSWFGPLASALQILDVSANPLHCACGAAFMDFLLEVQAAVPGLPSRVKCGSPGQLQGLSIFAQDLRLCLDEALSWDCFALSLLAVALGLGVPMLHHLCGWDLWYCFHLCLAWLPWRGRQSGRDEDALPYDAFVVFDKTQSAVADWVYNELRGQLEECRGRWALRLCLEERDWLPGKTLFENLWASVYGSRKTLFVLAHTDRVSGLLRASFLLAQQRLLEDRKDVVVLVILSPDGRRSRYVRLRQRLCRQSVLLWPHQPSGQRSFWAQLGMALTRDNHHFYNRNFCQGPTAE
EBV LMP1 NFkB: inhibitors of Epstein-Barr LMP1-induced NF-kappaB reporter | inhibition, % at 12.5 µM | LMP1-induced NF-kappaB luciferase reporter cells, luminescence | 350,000 tested, 0.69% active | AID 504558; in the data active = inhibition above about 41%;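 note: 0% = neutral control wells and 100% = reference inhibitor control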
MC4R antag cAMP: human MC4R antagonism in cAMP assay; P32245; MC4R-expressing cells, MTII-stimulated cAMP, LANCE TR-FRET; inhibition, % at 6.5 µM; 360,000 tested, 0.48% active;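 active = inhibition above its plate's cutoff, the mean of tested wells on that plate plus 3 SD, cut at about 29% in these data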;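 note: 0% = Melanotan II alone and 100% = Melanotan II plus saturating MCL0020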
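Material: human MC4R-expressing U2OS cells. Probe or stimulus: Melanotan II challenge. Dosing: 6.5 µM single dose. Times: 30-min compound, 1-h challenge, 1-h detection, room temperature. Technique: TR-FRET with Eu-cAMP and labeled anti-cAMP, 671 nm. Replication: singlicate.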
COUP-TFII inh: NR2F2 (human) inhibition, primary screen | P24468 | HEK293T NGFI-A luciferase reporter, luminescence | inhibition, % at 8.6 µM | 370,000 tested, 0.7% active | AID 686940;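 active = inhibition above a per-plate cutoff, mean inhibition of test wells between control levels plus 3 SD, cut at about 38% in these data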;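 note: cells cotransfected with COUP-TFII expression vector driving the NGFI-A reporter; 0% = median of COUP-TF2 test wells and 100% = reporter-only cells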
MC4R ag barr: activates human MC4R beta-arrestin recruitment. P32245. U2OS MC4R beta-arrestin complementation, luminescence; percent of melanotan II response, DMSO zero. activation, % at 8.9 µM. 360,000 tested, 0.98% active;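 active = activation above a per-plate cutoff, the mean activation of sample wells on that plate plus 3 SD, cut at about 8% in these data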
NR5A2 inv ag: inverse agonists of human LRH-1 (NR5A2); O00482; HEK293T StAR-luciferase reporter, LRH-1 transfected, 24 h; inhibition, % at 3.6 µM; 360,000 tested, 0.13% active;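 active = inhibition above the mean inhibition of all tested compounds plus 3 SD, cut at about 73% in these data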;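 note: 0% = DMSO wells and 100% = reporter-only cells lacking LRH-1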
ABHD5 PLIN5 PPI: ABHD5-PLIN5 protein interaction inhibition; AID 602281; inhibition, % at 4 µM; 360,000 tested, 0.78% active; Split G. princeps luciferase complementation, luminescence, 4 h; Q00G26+Q8WTS1;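 active = inhibition above the mean inhibition across every tested compound plus 3 SD, cut at about 22% in these data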;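 note: 0% = DMSO only wells and the 100% control is not disclosed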
Starred values were filed as active, the others as inactive; . = no result given. Not all compounds are listed. The share of hits here may be higher or lower than overall.

NCOA3 inh	NOD2-RIPK2 inh	NCOA2 inhibitor	NCOA1 inh	TLR9-MyD88 inh	EBV LMP1 NFkB	MC4R antag cAMP	COUP-TFII inh	MC4R ag barr	NR5A2 inv ag	ABHD5 PLIN5 PPI	SMILES
-16	5	-45	-10	.	.	-1	-62	-1.8	-25	-12	O=C(NC(c1ccc(Cl)cc1)c1cnccn1)C1CCN(CCOc2ccc(F)cc2)CC1 (configuration not stated)
-3	-3	-9	9	-4	-4	-2	-2	0.2	11	-5	CCC(C)NC(=O)Cn1cc2c(n1)CCC(C)C2 (configuration not stated)
7	-3	-1	-8	2	-17	-3	0	-2.7	7	-6	CCCn1c(=O)c(C(=O)NNC(=O)c2cccc([N+](=O)[O-])c2)c(O)c2ccccc21
12	-21	-15	-3	-4	-1	-2	0	0.0	16	5	CCCCCCCN1C(Nc2ccccc2)=NC[C@@H]1CC(C)C
-2	4	-27	-12	2	6	-7	4	1.5	15	-3	Cc1cc(C(F)(F)F)nn1CC(=O)Nc1ccc2c(c1)OCO2
-20	-2	-36	-40	12	-19	-1	-21	-1.9	15	2	CCOc1ccc(NC(=O)CSc2nccn2Cc2ccco2)cc1
-2	-10	-16	10	-6	-8	9	12	-1.9	6	-1	CCCc1nnc(NC(=O)CN2C(=O)C3C4C=CC(C4)C3C2=O)s1 (configuration not stated)
49	-4	25	23	.	12	-3	50*	1.8	2	4	CC(C)C(=O)N1CCN(c2ccc(NC(=O)COc3ccccc3[N+](=O)[O-])cc2)CC1
-6	-10	8	-6	1	-5	17	2	-1.0	11	-4	O=C(O)c1cnn(-c2ccccc2)c1-c1ccccc1
4	-12	1	2	-9	0	9	6	1.3	0	-1	COc1ccc(OC)c(NC(=O)c2cccc(S(=O)(=O)N3CCN(C(C)=O)CC3)c2)c1
9	-1	-20	11	-3	-2	-7	-10	-2.7	26	-2	Cc1cc(C)c2nc(/N=C(\N)NC(=O)Nc3ccccc3)nc(C)c2c1
-1	-9	16	-12	-9	-2	14	23	1.7	11	4	O=C(CSc1cn(CCNC(=O)c2cccs2)c2ccccc12)NC1CCCCC1
-40	-5	-8	-29	-3	-14	-2	-18	1.8	-46	1	COc1ccc(N2CCN(c3nccs3)CC2)cc1
-32	3	-3	-30	9	-3	9	6	-1.4	20	0	Cc1cc(C(=O)COc2ccc(C#N)cc2)c(C)n1C1CC1
11	-1	4	1	-2	1	5	1	-2.6	12	1	CC(OC(=O)c1cccc([N+](=O)[O-])c1)C(=O)N1CCc2ccccc21 (configuration not stated)
2	-1	-2	-14	.	.	9	7	2.7	-15	0	CNC(C)C(=O)NC(C(=O)N1CCCC1C(=O)Nc1ccc2[nH]ccc2c1)C(C)C (configuration not stated)
-4	3	-12	-11	2	-16	1	-10	2.3	-14	2	COc1ccc2oc(C(=O)OCC(=O)N3CCCC(C)C3)c(C)c2c1 (configuration not stated)
3	-1	19	-5	-6	8	9	4	0.2	21	5	CCOC(=O)C1CCN(S(=O)(=O)c2cccc(-c3cn4cc(Cl)ccc4n3)c2)CC1
7	2	-2	-7	1	-8	3	6	-1.6	-8	12	Cn1nccc1C(=O)OCC(=O)Nc1ccccc1Cl
1	-10	-17	9	7	-16	7	3	-1.5	-11	-5	CC(C)(C)NC(=O)NC(=O)Cn1cc(C(F)(F)F)ccc1=O
-29	-1	-73	-55	-14	-25	4	-31	2.2	-15	-2	Cn1ncc(Br)c1C(=O)Nc1c(F)c(F)cc(F)c1F
5	-3	-28	-16	1	4	-1	12	2.0	-16	2	CC1CCc2c(sc(N)c2C(=O)OC(C)C)C1 (configuration not stated)
-18	-2	-46	-35	-8	-10	13	-14	0.0	-35	-2	CCc1ccc(N(C(=O)c2snc(C(N)=O)c2N)C(C(=O)NCC2CCCO2)c2cccs2)cc1 (configuration not stated)
-48	-3	-27	-91	-2	60*	0	-2	0.5	9	-7	Cn1c(=NC(=O)C2CC2)sc2cccc(F)c21
-11	-17	-29	1	-5	-1	0	-20	-1.1	22	-1	COC(=O)COc1ccc(C(=O)OC)cc1
17	-10	-49	-18	-3	55*	2	9	2.1	-2	0	CC(C)c1ccc(OCC(=O)NNC(=O)c2cnccn2)cc1
-26	1	6	-10	7	-5	17	-12	-0.9	0	-7	COc1ccc(NC(=O)N2C3CCCC2CC(NC(=O)C2CC2)C3)cc1 (configuration not stated)
-2	2	-37	13	-3	4	8	7	-2.5	-5	0	Cc1cc(C(=O)Nc2cc(S(C)(=O)=O)ccc2Cl)no1
17	0	67*	-1	1	-8	-1	60*	6.9	64	86*	S=C1Cc2ccccc2N1
-74	1	-52	-105	1	-6	10	-47	-1.5	-137	-3	Cc1ccnc(NC(=S)NC(=O)c2ccco2)c1
-6	-1	-13	-10	-11	-3	3	4	-0.8	-5	-1	CCC(Sc1nnc(C)c(=O)[nH]1)C(=O)Nc1cccc2ccccc12 (configuration not stated)
4	4	7	-15	-9	-8	4	5	0.3	-4	-1	c1ccc(-c2cnc(SCCN3CCOCC3)n2CC2CCCO2)cc1 (configuration not stated)
-17	-4	.	8	0	3	5	.	1.2	-2	-5	CCOc1ccc2c(c1)C(C)=CC(C)(C)N2C(=O)Nc1ccccc1
3	3	7	-9	-2	7	-24	-15	-4.7	8	7	COC(=O)c1ccc(-n2c(C)cc(C(=O)CCl)c2C)cc1
7	-1	-1	3	-7	2	2	8	1.3	0	-4	CC(C)(C)C(=O)Nc1ccccc1N1CCN(C(=O)c2ccc(Cl)cc2)CC1
0	-18	13	-21	-2	-1	3	12	0.6	-13	5	Cc1ccccc1N1CCN(S(=O)(=O)C[C@]23CCC(CC2NC(=O)[C@@H](N)CCS(C)(=O)=O)C3(C)C)CC1 (some centres not stated)
-3	-2	-43	-64	-6	-4	3	-1	-2.7	-17	1	COc1ccc(C2=[N+]([O-])C(C)(C)N(O)C2(C)C)cc1
-3	6	-7	6	7	3	-3	-8	-1.1	8	-5	O=C1NC(c2ccc(Cl)cc2Cl)Oc2ccccc21 (configuration not stated)
1	-10	19	-3	0	4	4	3	-0.6	24	-4	Cc1ccc(NC(=O)CN2C(=O)NC(C)(c3ccc4c(c3)OCO4)C2=O)cc1 (configuration not stated)
11	-2	0	-18	-4	8	4	-19	-2.5	-16	-1	O=C(NNC(=O)c1ccc(Cl)cc1Cl)c1cnccn1
1	8	20	-1	5	3	-2	-18	0.9	-2	5	O=C(NCCN1CCOCC1)c1cc2sccc2n1Cc1ccc(F)cc1
6	-13	3	12	.	.	5	-10	1.6	-4	-1	Cc1ccc(C)c(C(O)c2ncc(-c3cccc(F)c3)[nH]2)c1 (configuration not stated)
-5	-5	-7	11	0	-2	16	20	-0.3	-2	0	CC(C(=O)O)c1ccc(CC2CCCC2=O)cc1 (configuration not stated)
24	-1	12	6	1	-5	-20	13	-0.5	12	2	COc1ccc(Nc2cc(=O)oc3ccccc23)cc1
9	2	0	-6	5	-3	4	3	0.9	14	9	C=CCNc1nc2c(c(=O)n(C)c(=O)n2C)n1CC
-4	0	-6	-17	0	-9	11	7	-1.3	17	6	O=C(COc1ccccc1C(=O)O)Nc1cccc2ccccc12
15	1	0	-4	5	-3	7	7	-0.9	11	5	COc1ccc(NC(=O)Nc2cccc3c2O[C@H](CN(C)C(=O)Nc2c(C)noc2C)[C@@H](C)CN([C@H](C)CO)C3=O)cc1
1	-2	-3	13	-9	10	3	-6	3.9	-3	3	Cc1cccc(C)c1N1CCN(c2ccc3nnc(C(F)(F)F)n3n2)CC1
-7	10	-10	2	.	.	8	3	-0.5	-7	1	CCCCN(C=O)c1c(CC)nc2c(OCCC3CCCCC3)cccn12
16	-2	-22	0	-2	-3	16	14	-1.5	5	7	O=C(Nc1ccccc1)c1nn(-c2ccccc2)c(=O)cc1C(F)(F)F
31	29*	.	24	7	71*	5	.	2.3	48	26*	CCN1CCN(Cc2ccc(NC(=O)c3ccc(C)c(NC(=O)c4cncc(-c5cccs5)c4)c3)cc2C(F)(F)F)CC1

Structural class: the compounds so far with a Cl atom (8)
NCOA3 inh	NOD2-RIPK2 inh	NCOA2 inhibitor	NCOA1 inh	TLR9-MyD88 inh	EBV LMP1 NFkB	MC4R antag cAMP	COUP-TFII inh	MC4R ag barr	NR5A2 inv ag	ABHD5 PLIN5 PPI	SMILES
-16	5	-45	-10	.	.	-1	-62	-1.8	-25	-12	O=C(NC(c1ccc(Cl)cc1)c1cnccn1)C1CCN(CCOc2ccc(F)cc2)CC1 (configuration not stated)
3	-1	19	-5	-6	8	9	4	0.2	21	5	CCOC(=O)C1CCN(S(=O)(=O)c2cccc(-c3cn4cc(Cl)ccc4n3)c2)CC1
7	2	-2	-7	1	-8	3	6	-1.6	-8	12	Cn1nccc1C(=O)OCC(=O)Nc1ccccc1Cl
-2	2	-37	13	-3	4	8	7	-2.5	-5	0	Cc1cc(C(=O)Nc2cc(S(C)(=O)=O)ccc2Cl)no1
3	3	7	-9	-2	7	-24	-15	-4.7	8	7	COC(=O)c1ccc(-n2c(C)cc(C(=O)CCl)c2C)cc1
7	-1	-1	3	-7	2	2	8	1.3	0	-4	CC(C)(C)C(=O)Nc1ccccc1N1CCN(C(=O)c2ccc(Cl)cc2)CC1
-3	6	-7	6	7	3	-3	-8	-1.1	8	-5	O=C1NC(c2ccc(Cl)cc2Cl)Oc2ccccc21 (configuration not stated)
11	-2	0	-18	-4	8	4	-19	-2.5	-16	-1	O=C(NNC(=O)c1ccc(Cl)cc1Cl)c1cnccn1

From PubChem
